A3A deaminase: blocks human APOBEC3A ssDNA deamination. P31941. recombinant A3A, FAM/TAMRA ssDNA deamination fluorescence. inhibition, % at 20 µM. 0.41% of 330,000 active;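 active = at least 40% inhibition at 20 µM here, with at most 30% in a related deaminase screen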;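 also: plate controls were A3A with DMSO for no effect and wells lacking A3A enzyme for full effect; some results filed as inactive read as strong as hits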
Target sequence (P31941 whole entry, looked up): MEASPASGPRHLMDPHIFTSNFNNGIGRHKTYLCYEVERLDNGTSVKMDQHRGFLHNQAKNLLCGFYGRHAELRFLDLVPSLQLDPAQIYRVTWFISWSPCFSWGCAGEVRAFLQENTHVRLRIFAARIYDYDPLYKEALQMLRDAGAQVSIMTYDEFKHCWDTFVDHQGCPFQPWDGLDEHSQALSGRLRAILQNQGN
Gli-Sufu antag: antagonists of Gli-Sufu signaling; Sufu-KO-LIGHT fibroblasts, Gli luciferase reporter luminescence; inhibition, % at 5 µM; 0.74% of 340,000 active; AID 588413;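 active = inhibition above about 55%, limit read from the data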;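 also: 0% = DMSO-treated cells and 100% = wells with medium but no cells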
NR3A LBD binder: NR3A (human) ligand-binding domain modulation. NR3A LBD differential scanning fluorimetry, Tm shift; 0% = protein alone, 100% = glycine-bound protein. Tm shift relative to glycine control, % at 25 µM. 2.5% of 340,000 active. AID 1259313;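 active = melting temperature shift of at least 10% of the positive control shift, at one fixed dose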
CXCR6 block: CXCR6 (human) receptor inhibition; O00574; CHO-K1 PathHunter CXCR6 beta-arrestin, luminescence; inhibition, % at 20 µM; 0.36% of 360,000 active; AID 602244; in the data active = inhibition above about 34%, passing the limit was not always enough;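 also: antagonist mode with CXCL16 agonist at 10 nM final; 0% = 10 nM CXCL16 with DMSO and 100% = unstimulated wells without agonist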
Target sequence (O00574 whole entry, looked up): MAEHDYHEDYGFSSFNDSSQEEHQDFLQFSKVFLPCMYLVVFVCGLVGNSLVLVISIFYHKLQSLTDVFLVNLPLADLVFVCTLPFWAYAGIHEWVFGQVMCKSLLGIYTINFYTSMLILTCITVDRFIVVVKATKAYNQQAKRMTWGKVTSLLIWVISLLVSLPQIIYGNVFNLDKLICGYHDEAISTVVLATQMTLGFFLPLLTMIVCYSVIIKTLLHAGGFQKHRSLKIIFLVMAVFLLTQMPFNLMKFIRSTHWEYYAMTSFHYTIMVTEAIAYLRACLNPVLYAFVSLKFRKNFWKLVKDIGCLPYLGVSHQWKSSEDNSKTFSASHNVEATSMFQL
A3G deaminase: inhibitors of human APOBEC3G DNA deaminase. AID 493012. inhibition, % at 20 µM. recombinant A3G, ssDNA deamination FAM/TAMRA fluorescence. Q9HC16. 0.28% of 330,000 active;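 active = inhibition of at least 40% at 20 µM, with no more than 30% in the related APOBEC3A deaminase screen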;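 also: plate controls were DMSO wells with A3G for no effect and wells lacking A3G enzyme for full effect; some compounds called inactive have numbers as strong as hits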
CCR6 antag: blocks CCL20-driven beta-arrestin recruitment at human CCR6; inhibition, % at 20 µM; 0.49% of 340,000 active; CHO-K1 CCR6 PathHunter beta-arrestin, luminescence, CCL20-stimulated; P51684;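 active = compounds whose inhibition of the agonist-driven luminescence signal at 20 µM reaches about 50%, limit read from the data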;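 also: cells stimulated with CCL20 at 14 nM final; plate controls were DMSO with CCL20 for no effect and DMSO without agonist for full effect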
Target sequence (P51684 whole entry, looked up): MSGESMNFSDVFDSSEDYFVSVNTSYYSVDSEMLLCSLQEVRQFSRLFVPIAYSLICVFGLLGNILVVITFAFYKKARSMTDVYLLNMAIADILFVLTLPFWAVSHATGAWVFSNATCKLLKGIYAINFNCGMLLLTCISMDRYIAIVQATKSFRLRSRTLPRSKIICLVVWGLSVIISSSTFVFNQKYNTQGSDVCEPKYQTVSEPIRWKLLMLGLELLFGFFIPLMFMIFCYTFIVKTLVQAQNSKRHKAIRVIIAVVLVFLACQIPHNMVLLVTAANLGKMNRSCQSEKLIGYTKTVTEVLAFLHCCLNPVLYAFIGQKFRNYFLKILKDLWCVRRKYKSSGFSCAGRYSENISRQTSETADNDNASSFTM
MPTP inh: permeability transition pore inhibition; isolated mouse mitochondria, Ca2+ swelling absorbance, 30 min; inhibition, % at 10 µM; 1.4% of 360,000 active; AID 602449;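 active = inhibition of 50% or more, scaled per plate between neutral and stimulator controls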;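 also: 0% = DMSO wells given calcium and 100% = 1 mM EGTA wells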
EBI2 antag: EBI2 (human) antagonism | P32249 | EBI2 beta-arrestin recruitment, luminescence, 7a,25-OHC stimulated | inhibition, % at 5 µM | 0.81% of 360,000 active; in the data active = inhibition above about 38%;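 also: enzyme fragment complementation signal reports receptor beta-arrestin coupling in cells; 0% = agonist plus DMSO wells and 100% = wells without agonist; some results beyond the cut were filed as inactive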
Starred values were filed as active, the others as inactive; . = not tested or not shown.

Start of the listing, in advance, 4 compounds:
SMILES	A3A deaminase	Gli-Sufu antag	NR3A LBD binder	CXCR6 block	A3G deaminase	CCR6 antag	MPTP inh	EBI2 antag
C=CCn1c(Oc2cc(C)ccc2C)nc2c1c(=O)n(C)c(=O)n2C	-2	2	-1	2	-6	9	0.3	1
O=C(COC(=O)c1ccccc1SCC(=O)N1CCCC1)Nc1ccccc1	8	5	0	-5	-1	16	6.0	-14
COc1ccc(-c2[nH]ncc2CN(CCO)Cc2cccs2)c(F)c1	1	8	0	-3	0	10	1.6	0
S=C(Nc1ccc(Cl)cc1Cl)N1CCCC1	-6	-25	2	-4	-10	1	0.3	-5

Main list, from the first entry:
SMILES	A3A deaminase	Gli-Sufu antag	NR3A LBD binder	CXCR6 block	A3G deaminase	CCR6 antag	MPTP inh	EBI2 antag
C=CCn1c(Oc2cc(C)ccc2C)nc2c1c(=O)n(C)c(=O)n2C	-2	2	-1	2	-6	9	0.3	1
O=C(COC(=O)c1ccccc1SCC(=O)N1CCCC1)Nc1ccccc1	8	5	0	-5	-1	16	6.0	-14
COc1ccc(-c2[nH]ncc2CN(CCO)Cc2cccs2)c(F)c1	1	8	0	-3	0	10	1.6	0
S=C(Nc1ccc(Cl)cc1Cl)N1CCCC1	-6	-25	2	-4	-10	1	0.3	-5
CC(C)(C)c1cc(C(c2cccnc2)N2CCN(CCO)CC2)cc(C(C)(C)C)c1O (centres undefined)	4	0	4	27	-4	62*	-2.5	3
Cc1[nH]c2ccc(-c3n[nH]c(=S)n3Cc3ccccc3)cc2c1C	-4	-5	-5	3	-12	11	6.2	9
CC(Oc1ccc(Cl)cc1)C(=O)N1CCCc2ccccc21 (centres undefined)	1	-6	-1	-2	-9	14	0.3	13
CCOC(=O)C1=C(Nc2ccccc2)OCC1=O	-2	-6	2	-12	-6	7	1.3	-10
O=C(NCC(c1ccco1)N1CCN(c2ccc(F)cc2)CC1)OCc1ccccc1 (centres undefined)	0	5	-2	0	-5	18	1.7	10
O=C(CSc1ncnc2c1oc1ccccc12)Nc1cccc(F)c1	-1	9	-14	1	-5	1	23	3
O=C(Cc1nnc(NC(=O)c2ccccc2)s1)N/N=C\c1ccc(O)c(O)c1	-2	5	4	-7	-2	13	4.5	3
CCC1=C(OC(=O)N(CC)CC)N2C(=O)OC(=NCCc3c[nH]c4ccccc34)[C@]2(Cc2ccccc2)[C@H]2C1=CC[C@H]1C(=O)N(CC(=O)OC)C(=O)[C@H]12	-4	5	-1	0	-8	10	0.4	16
COc1ccc2[nH]cc(CCNC(=S)NCCc3ccccc3)c2c1	-1	7	26*	1	-3	13	-0.5	8
COc1ccc(CN2CCN(Cc3cn(C)nc3-c3ccccc3)CC2CCO)c(C)c1C (centres undefined)	-4	15	-4	3	-8	4	0.6	-9
COc1cc(C(=O)Nc2c(C(=O)O)[nH]c3ccc(Br)cc23)cc(OC)c1OC	0	2	10*	-5	-6	2	0.3	-4
O=C(NCc1ccc2c(c1)OCO2)c1ccc(S(=O)(=O)NCC2CCCO2)cc1 (centres undefined)	-3	-3	3	-8	-6	17	1.3	6
Cc1cc(NC(=O)C2CC2)ncc1NC(=O)c1ccccn1	0	41	-3	-1	-7	5	-1.0	-9
CCCOc1ccc(NC(=O)C2CC(=O)N/C(=N/N=C(\C)CCc3ccc4c(c3)OCO4)S2)cc1 (centres undefined)	0	-21	-1	-2	-1	6	1.1	-13
O=C(COC(=O)c1ccc2ncsc2c1)Nc1cccc(Cl)c1	1	-9	-2	-6	-5	-4	-0.5	-6
CCOc1ccc2c(S(=O)(=O)O)cccc2c1[N+](=O)[O-]	.	-4	-1	8	.	7	-1.4	-16
COC(=O)C1=C(C)N(c2ccc(C)cc2)/C(=C/c2cccs2)C1=O	0	10	0	9	0	21	1.8	-27
CN1CCC2(CC1)NC(=O)NC2=O	-1	1	-1	-7	-5	4	-0.4	3
Cc1cc(C)n2nc(C(=O)N/N=C/c3ccc(O)cc3)nc2n1	0	-7	-2	-1	-3	-6	2.0	-7
Cc1ccc(N(C(=O)c2snc(C(N)=O)c2N)C(CC(C)C)C(=O)NC2CCCC2)cc1 (centres undefined)	-1	-1	-2	10	-10	-3	0.1	7
COC(=O)/C(C#N)=C/c1c(-c2ccccc2)nc2n1CCS2	0	39	-2	9	-4	2	1.1	-13
(list continues)
SMILES	A3A deaminase	Gli-Sufu antag	NR3A LBD binder	CXCR6 block	A3G deaminase	CCR6 antag	MPTP inh	EBI2 antag
FC(F)(F)c1ccccc1-c1nc(-c2ccncc2)no1	1	-18	-4	5	-4	10	1.6	0
CCOC(=O)C1=NOC(CN(c2ccccc2)S(=O)(=O)c2ccc(Cl)cc2)C1 (centres undefined)	5	1	1	-1	-2	23	6.0	9
O=C(/C=C/c1ccc(Cl)cc1Cl)Nc1cccc(S(=O)(=O)NC2=NCCC2)c1	5	-55	6	-6	-19	-1	0.4	2
CC(C)C(C)NC(=O)COc1ccc(OCc2ccccc2)cc1 (centres undefined)	0	-8	3	-3	-5	-8	-0.8	7
COc1ccc(-n2ncc3c2CC(C)(C)CC3NC(=O)CCn2cncn2)cc1 (centres undefined)	7	5	-2	5	-3	11	1.8	-4
c1ccc(-c2nc(C3CCCCC3)c3ccccc3n2)cc1	-2	1	-2	7	-9	17	16	-20
COC(=O)c1ccc2c(=O)[nH]c(COC(=O)c3[nH]c(C)c(C(C)=O)c3C)nc2c1	2	-2	-2	-5	-5	-21	6.7	-3
O=C(Nc1ccc(N2CCOCC2)c(Cl)c1)c1ccc(S(=O)(=O)N2CCOCC2)cc1	3	-6	-2	2	7	17	0.6	9
CCC(CC)C(=O)NCc1ccc(Cl)cc1	6	-30	-1	-3	-8	3	-2.3	3
NS(=O)(=O)c1ccc(NC2(C(=O)O)CCCC2)cc1	-4	-5	-2	-1	-10	-18	-0.5	0
CN(C)C(=O)c1ccc(NC(=O)CC2SC(N3CCCC3)=NC2=O)cc1 (centres undefined)	-3	-2	1	6	-10	5	0.8	-2
Nc1cc(=O)[nH]c(SCc2ccccc2Cl)n1	-10	-4	-1	-4	2	-4	-0.8	-14
COc1cc2c(cc1OC)C(C)N(C(=O)CCN1C(=O)C3C4C=CC(C4)C3C1=O)CC2 (centres undefined)	0	-18	3	1	-4	-8	-0.3	-1
Cc1cccc(OCCNc2cc(N3CCOCC3)ccc2[N+](=O)[O-])c1	2	-13	-5	8	-8	22	5.1	64*
COc1ccc(Nc2nc(Cl)nc(Nc3ccc(OC)cc3)n2)cc1	0	3	17*	-10	-5	-12	0.9	9
N#CC1(NC(=O)CN2C(=O)NC(Cc3c[nH]c4ccccc34)C2=O)CCCCC1 (centres undefined)	-2	7	-2	-1	-8	-1	-0.2	-2
O=[N+]([O-])c1ccc(-c2nc(Nc3ccc(O)cc3)c3ccccc3n2)cc1	-2	14	23*	-4	-6	9	4.4	14
O=C(O)c1cc(-c2cccnc2)nc2ccccc12	-3	5	1	-6	-4	-4	0.5	-5
CCOC1=C/C(=C/c2c(N)n3nc(CC(=O)N4CCCC4)sc3nc2=O)C=CC1=O	-2	-31	-5	13	9	10	-2.3	-9
CC(C)(C)C(O)CN1CCCC1 (centres undefined)	2	3	-2	1	-9	5	0.0	-2
Cc1ccc(NC(=O)COc2ccccc2CNC(C)(C)CC(C)(C)C)cc1	1	-12	-1	-12	-5	1	50*	10
CCCN1C2=NCCN2c2cc(C)c(C)cc21	0	4	-1	4	-3	1	-0.8	1
CC1Sc2ccc(S(=O)(=O)CCC(=O)Nc3cc(F)ccc3F)cc2NC1=O (centres undefined)	-4	-13	0	-8	-6	-10	1.5	-4
Cc1cc(C)c(NC(=O)CN(C)C(=O)C2CC(=O)N(c3cccc4ccccc34)C2)c(C)c1 (centres undefined)	1	1	0	-1	-1	-1	0.0	-19
O=C(O)c1ccc(NC(=O)C2C3CCC(O3)C2C(=O)O)cc1 (centres undefined)	-8	0	0	-11	-3	1	1.0	0

Single entries from above.
Gli-Sufu antag, `CC1Sc2ccc(S(=O)(=O)CCC(=O)Nc3cc(F)ccc3F)cc2NC1=O` (centres undefined) → -13
A3G deaminase, `CCC(CC)C(=O)NCc1ccc(Cl)cc1` → -8
NR3A LBD binder, `Cc1ccc(NC(=O)COc2ccccc2CNC(C)(C)CC(C)(C)C)cc1` → -1
NR3A LBD binder, `COc1cc2c(cc1OC)C(C)N(C(=O)CCN1C(=O)C3C4C=CC(C4)C3C1=O)CC2` (centres undefined) → 3

The list goes on:
SMILES	A3A deaminase	Gli-Sufu antag	NR3A LBD binder	CXCR6 block	A3G deaminase	CCR6 antag	MPTP inh	EBI2 antag
O=C(Cn1ncc2c3ccccc3n(Cc3ccc(F)cc3)c2c1=O)N1CCN(c2ncccn2)CC1	-4	7	-3	5	-3	22	0.4	4
CC1(C)C=C(c2ccc(C=O)s2)CC(C)(C)N1	-1	7	2	2	0	-3	-2.3	-10
CCS(=O)(=O)N1CCCC(C(=O)NCc2ccc3c(c2)OCO3)C1 (centres undefined)	1	1	-1	1	-3	4	-0.3	-1
O=c1c2ccccc2nc(-c2ccc([N+](=O)[O-])cc2)n1O	-2	3	-1	-9	6	6	-5.1	-5
CCN(CC)c1ccc(S(=O)(=O)N2CCOCC2)cc1NC(=O)CN1CCN(Cc2ccccc2)CC1	-1	10	-2	-2	-1	4	8.3	12
O=C(NC1CCCC1)C(c1cccs1)N(C(=O)c1ccco1)c1ccc2c(c1)OCCO2 (centres undefined)	-1	13	0	2	-4	8	-1.7	-31
Cc1[nH]n(-c2ccccc2)c(=O)c1N=Nc1nccs1	2	6	-5	27	-1	43	21	3
CCN(CC)CCN1C(=O)c2ccccc2NC1c1ccc(F)cc1 (centres undefined)	-2	41	-2	7	0	20	-1.7	9
CN(C)CCCNS(=O)(=O)c1ccc(-n2nnc3ccccc32)c([N+](=O)[O-])c1	1	33	6	-3	-2	-13	0.0	-6
Cc1cc(=O)oc2c(C)c(OCC(=O)N(C)C)ccc12	-2	-1	-8	0	3	-3	18	-5
COc1ccc(C2=NS(=O)(=O)N(C)C(C(=O)N3CCN(C)CC3)=C2)cc1	-2	-4	-2	6	2	16	1.0	-8
S=c1[nH]nc(COc2ccccc2)n1/N=C/c1c(Cl)cccc1Cl	-1	6	-2	3	-4	8	1.9	2
COC(=O)Cc1ccc(NC(=S)NCC(C)C)cc1	-3	6	1	-7	-6	10	-0.9	-11
Cc1ccccc1Nc1nc(N)nc(COC(=O)c2cccc(S(=O)(=O)NCc3ccccc3)c2)n1	0	3	-2	-8	-3	5	-0.2	-12
COc1ccc(CNC(=O)C(=O)c2cn(CC(=O)N3CCOCC3)c3ccccc23)cc1	-1	-9	1	13	-2	13	-0.7	6
C/C(=N\NC(=O)c1ccncc1)c1cc2ccccc2o1	0	19	-4	0	-3	7	1.1	5
Cn1c(SCC(=O)Nc2ccccc2[N+](=O)[O-])nnc1C(F)(F)F	-1	3	-2	0	-5	4	0.7	1
CCOC(=O)C1CCN(c2ncnc3c2oc2ccc(Br)cc23)CC1	-1	6	-3	6	-2	16	19	-7
CC(C)(C)C(=O)N1CCC(O)(CS(=O)(=O)c2ccc(Cl)c(Cl)c2)CC1	-3	-5	-2	-1	-6	-7	0.1	-12
CCOc1ccc(C(=O)Oc2cc(C)[nH]c(=O)c2[N+](=O)[O-])cc1	-2	1	1	3	-5	-13	-2.5	-4
COc1ccccc1-c1cc(C(=O)N/N=C\c2cnn(C)c2C)c2ccccc2n1	-5	-4	-1	2	-7	1	-0.1	1
COc1cccc(/C=C/C(=O)OCC(=O)Nc2ccc(Cl)c(S(=O)(=O)N(C)C)c2)c1	1	0	3	-1	-3	8	-1.0	23
Cc1cccc(OCC(=O)NCC(=O)N/N=C/c2ccc(N(C)C)cc2)c1	-2	-9	2	2	-7	-11	0.7	29
CCNc1nc(N)nc(-c2cc(Cl)ccc2OC)n1	-1	-3	1	0	-8	10	-0.7	3
O=C(CCC(=O)N1CCOc2ccccc21)Nc1cc(F)ccc1F	0	7	1	2	-3	5	-0.1	3
CCN(CC)CC(O)CN1C(=O)NC(C)(C)C1=O (centres undefined)	-2	3	-2	-8	-5	-11	0.6	-23
CCN1CCN(Cc2ccc(OCc3ccccc3)c(OC)c2)CC1	0	24	.	2	-1	4	-0.1	3
COc1ccc(C(=O)Nc2sc(C)c(C)c2CN2CC(C)OC(C)C2)cc1 (centres undefined)	3	-47	1	1	2	9	5.2	17

Screens from PubChem.
